S3 lipid droplet = qHTS Assay for Lipid Storage Modulators in Drosophila S3 Cells. Drosophila S3 cells, BODIPY lipid droplet fluorescence, 18-24 h; cells fed with added oleic acid. Potency in µM for hits, for the others lipid storage change, negative = inhibition, % at the top dose, mostly 46.1 µM. 320,000 compounds, 0.64% hits; active = well fitted inhibition curve with a large enough effect in the signal ratio, with a control signal flat, not every such curve was filed as active; inconclusive = small, poorly fitted or top-dose-only effect, or effect the other way, or a change in a side signal; the % refers to the signal ratio
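Drosophila S3 cells got compounds at several concentrations plus oleic acid (400 uM solution). Laser-scanning cytometry with 488 nm excitation read lipid droplets at 500-530 nm and cells at 575-640 nm. Percent activity was relative to 20 uM Triacsin C.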
S3 lipid droplet cell count max = second read-out of S3 lipid droplet, no call of its own (marks repeat the call); cell number change, %; measured here: cell count max response;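 cells counted by Cell Tracker Red CMTPX staining in the red channel; peak over a dose series mostly up to 46.1 µM; percent activity relative to internal control wells on each plate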
Starred values were filed as active, the others as inactive; i = inactive; ? = inconclusive; / = not tested or not shown; [ ] = dose if it differs, or a comment. % is set by controls: 0 for no effect and ±100 for the full control effect; potency is the fitted concentration of half-maximal effect.

smiles	S3 lipid droplet	S3 lipid droplet cell count max
O=C(NCCc1ccccc1F)C1CCCN1S(=O)(=O)c1ccc2ccccc2c1 (centres undefined)	?	/
Cc1cc(C)cc(SCc2noc(C(=O)NCCCN3CCOCC3)c2C(=O)NCCCN2CCOCC2)c1	-5.2%	-5.9
O=C(NCCCNCc1ccccc1)/C(=N\O)c1ccccc1	-14.4%	-9.0
COC(=O)c1ccsc1NC(=O)c1ccccc1	-0.2%	4.4
O=C(NCCCn1ccnc1)C(Cc1ccccc1)N1C(=O)c2ccccc2C1=O (centres undefined)	8.1%	-0.7
COc1ccc2oc(=O)c(C(=O)N3CCCc4ccccc43)cc2c1	?	/
CC1=NN(c2ccccc2)C(=O)/C1=C/c1c(O)n(-c2ccc(F)c(Cl)c2)[nH]c1=O	9.1%	8.0
CCCCNC(=O)COc1ccccc1[N+](=O)[O-]	27.0%	1.0
COC(=O)C(C)(C)ONC(=O)Nc1ccccc1Br	?	/
CC(=O)c1cccc(NC(=S)NC(=O)c2ccccc2Br)c1	?	/
N#Cc1nc(Cc2cccc3ccccc23)oc1N1CCOCC1	14.6%	-3.0
CCOC(=O)c1[nH]c2ccccc2c1NC(=O)Nc1ccc(OC)cc1	?	/
Cc1cc(C(=O)CSc2nnc(-c3ccncc3)n2-c2ccccc2)c(C)n1C	?	/
COc1ccc(NC(=O)CSc2nnc(C)c3ccccc23)cc1	?	/
COc1cccc(OC)c1C(=O)Nc1ccccc1N1CCCCC1	?	/
COC(=O)c1ccccc1OCC(=O)N1CCN(c2ccc(Cl)cc2)CC1	?	/
CC(C)CNC(=O)COC(=O)c1n[nH]c2ccccc12	i	/
CCCC1=Nc2cc(C(=O)NCCN3CCOCC3)ccc2Sc2ccc(C)cc21	?	/
CCCCNS(=O)(=O)c1ccc2nc(SCC(=O)Nc3cc(C)cc(C)c3)[nH]c2c1	?	/
COc1cc(SC)ccc1C(=O)Nc1ccc(OCC(=O)N2CCOCC2)cc1	i	-1.6
CCCOC(=O)c1ccc(NC(=O)COC)cc1	i	88.4
O=C(CSc1ccc(Cl)cc1)NC(=O)NCc1ccco1	-4.7%	5.4
O=C(O)/C=C/c1cnc[nH]1	5.9%	-11.0
Cc1ccsc1/C=N/NC(=O)c1nnn(-c2nonc2N)c1-c1ccc2c(c1)OCO2	i	16.7
Cc1cc(=O)oc2cc(OCC(=O)NC3CCCCC3)ccc12	?	/
Cc1ccc(C(=O)NCCSc2c(C)[nH]c3ccccc23)cc1[N+](=O)[O-]	?	/
COc1ccccc1N(C(=O)CNC(=O)c1ccco1)C(C(=O)NC1CCCC1)c1ccco1 (centres undefined)	?	/
CCOc1ccc(NC(=O)/C(C#N)=C/c2cn(CC(=O)O)c3ccccc23)cc1	?	/
Nn1c(Nc2ccccc2)nc2sc3c(c2c1=O)CCC3	?	/
CCn1ncc(Br)c1C(=O)Nc1cc(C(=O)OC)ccc1C(=O)OC	?	/
CCNc1ccc(Br)cc(C(=O)/C=C/c2c(Cl)cccc2Cl)c1=O	?	/
O=S(=O)(c1ccc2c(c1)OCCO2)N1CCN(Cc2ccc3c(c2)OCO3)CC1	?	/
COc1ccc(OC)c(-n2c(SCC(N)=O)nnc2-c2c[nH]c3ccccc23)c1	?	/
Brc1ccc(/C=N/Nc2ncnc3c2cnn3Cc2ccccc2)cc1	-21.4%	-19.8
Cc1onc(-c2c(Cl)cccc2Cl)c1C(=O)ONC(=O)c1cc(C(F)(F)F)cc(C(F)(F)F)c1	5.1%	8.7
Cc1cccc(N(C(=O)c2ccco2)C(C(=O)NC2CCCC2)c2ccco2)c1C (centres undefined)	i	11.7
O=[N+]([O-])c1ccc2nc(-[n+]3c(-c4ccccc4)cc(-c4ccccc4)cc3-c3ccccc3)[nH]c2c1	?	/
O=C(O)CC(CC(=O)Nc1ccccc1C(=O)O)c1ccccc1 (centres undefined)	?	/
Cc1ccc(NC(=O)NCc2ccccn2)cc1	-4.3%	8.4
C[C@H](NC(=O)c1ccco1)C(=O)Nc1ccc(C#N)cc1	?	/
CCOCCCNC(=O)C(c1ccccc1)N(Cc1cccs1)C(=O)c1ccccc1O (centres undefined)	?	/
CC(C)(C)C(=O)Nc1cccc(C(=O)c2cccc(NC(=O)C(C)(C)C)c2)c1	?	/
Cc1cc(C)cc(N2C(=O)CC(N3CCOCC3)C2=O)c1 (centres undefined)	?	/
COc1ccc(CCN2C(=S)N(C)C(=O)C2CC(=O)Nc2ccc(OC)cc2)cc1 (centres undefined)	-6.2%	0.1
CC(Sc1ccsc1[N+](=O)[O-])C(=O)NCc1ccco1 (centres undefined)	4.2%	10.7
CCC(CC)C(=O)Nc1cccc(SC)c1	?	/
CCO/N=C(\C)c1c(O)c(CC)c(-c2ccccc2)n(-c2ccccc2)c1=O	7.4%	9.6
Cn1c(NC(=O)c2ccco2)c(-c2ccccc2)c(=O)c2ccccc21	?	/
CCN(CC)S(=O)(=O)c1ccc(N2CCCC2)c(NC(=O)C2CSC3(C)CCC(=O)N23)c1 (centres undefined)	25.9%	15.1
COC(=O)c1ccc(NC(=S)NC(=O)c2c(Cl)cnn2C)cc1	?	/

Remaining list, next part.
smiles	S3 lipid droplet	S3 lipid droplet cell count max
COc1cc(/C=C/C(=O)OCC(=O)NCC2CCCCC2)ccc1O	?	/
CC1(C)NC(=O)N(CCOCCOc2ccccc2)C1=O	?	/
Cc1cccc(-n2nnnc2SCC(=O)c2cc(C)n(Cc3ccco3)c2C)c1	?	/
Cc1ccc(/C=N/n2c(-c3cccc(Cl)c3)n[nH]c2=S)o1	?	/
Cc1ccc(NC(=O)CSc2nc3[nH]ncc3c(=O)[nH]2)cc1	-6.0%	-4.2
COc1ccc(NC(=O)Cc2nnc(SCC(=O)c3ccc(F)cc3)n2C)cc1	?	/
CCOC(=O)Cc1csc(NC(=O)CSc2nnc(-c3ccncc3)o2)n1	-1.9%	-13.1
Cc1cc2c(OCC(O)CN3CCCCC3)cccc2[nH]1 (centres undefined)	-0.3%	26.6
O=C(NCCN1CCOCC1)c1ccc(N2CCCC2)c([N+](=O)[O-])c1	?	/
Cc1nn(CC(=O)NCc2cccs2)c(=O)c2nn(-c3ccccc3)c(C)c12	11.0%	-13.4
CC(=O)N1N=C(c2ccccc2)CC1c1cccc([N+](=O)[O-])c1 (centres undefined)	?	/
Cc1cc(C)n(-c2ccc(NC(=O)C3CCCCN3Cc3cccc4c3OCO4)cc2)n1 (centres undefined)	i	-24.6
CCOC(=O)c1c(NC(=O)CN2CCOCC2)sc2c1CCCC2	4.0%	5.6
O=C(COC(=O)CNC(=O)c1ccc(Cl)cc1Cl)NNC(=O)c1ccccc1	5.0%	-12.4
CCN(CC)CCCNC(=O)c1ccccc1C	?	/
C/C(=C\c1ccccc1)C1NC(=O)c2c(sc3c2CCCC3)N1 (centres undefined)	17.1%	4.2
O=C(COC(=O)c1cc(=O)[nH]c2ccccc12)Nc1ccc(Cl)cn1	?	/
CN1C(=O)/C(=C/c2ccccc2OCc2ccc(F)cc2)N(C)C1=S	?	/
N#C/C(=C(/O)COc1ccc(Cl)cc1)c1nc2ccccc2s1	?	/
COC(=O)c1ccc(CN2CCN(C3CCCCC3)C(CCO)C2)cc1 (centres undefined)	3.5%	15.2
CCn1c(SCC(=O)N(C)CC(=O)Nc2ccc(OC)cc2)nnc1-c1ccco1	?	/
CCCNS(=O)(=O)c1ccc(CCC(=O)N2CCOCC2)cc1	-6.5%	2.0
COc1ccc(CCNC(=O)C(C)n2nc(C)n3c(cc4occc43)c2=O)cc1OC (centres undefined)	?	/
Cc1cccc(NC(=S)N/C(=N/S(=O)(=O)c2ccccc2)c2ccccc2)c1	?	/
CCCN(CCC)CCNC(=O)c1cc2c(-c3ccccc3F)nn(C)c2s1	?	/
Cc1ccccc1Nc1nc(N)nc(CCl)n1	6.0%	0.6
Cc1ccc(CNC(=O)C2CCC(=O)N(C3CC3)C2)cc1 (centres undefined)	27.3%	9.0
Cc1cc(C(=O)N/N=C/c2sccc2C)no1	20.7%	15.5
CCOc1cc(N2CCOCC2)c(OCC)cc1NC(=O)CN1C(=O)N(C)C2(CCCCC2)C1=O	?	/
Nn1cnc2cc3ccccc3cc2c1=O	i	-6.3
CCc1nn(C)c2c(=O)c(=O)c2n(C)[nH]1	13.2%	12.8
CCn1c(C)c(C(C)=O)c(N2CCN(c3ccccc3)CC2)nc1=S	i	/
O=C(O)CCCCCN1C(=O)CSC1=S	-27.0%	7.4
O=C(NCc1ccccc1)C1CC2CCCC(C1)C2=O (centres undefined)	?	/
O=C(CCc1nc(-c2ccccc2)c(-c2ccccc2)o1)OCc1ccc(Br)cc1	?	/
CC(=O)Nc1ccc(NC(=O)CCC(=O)OCC(=O)c2ccc(C)c([N+](=O)[O-])c2)cc1	3.5%	-3.9
COc1ccc(CCNC(=O)c2ccc3c(c2)N(Cc2ccc(F)cc2)CCS3)cc1OC	?	/
CN(C)/C=C(/C(=O)c1ccc(Cl)cc1Cl)S(=O)(=O)c1ccccc1	?	/
COc1ccc(N2CCN(C(=O)c3cccs3)CC2)cc1	?	/
CC(C)OP(=O)(OC(C)C)C(O)c1ccc(N(C)C)cc1 (centres undefined)	?	/
O=C(Nc1ccccc1)OC(CN1CCCCC1)C(F)(F)F (centres undefined)	7.0%	-2.3
Cc1cccc(NC(=O)CSc2nnc(-c3cc(C)[nH]n3)n2N)c1	i	-2.6
O=C(NCCCCc1ccccc1)C1CC(c2cccc([N+](=O)[O-])c2)=NO1 (centres undefined)	?	/
CCNc1nc2c(c(=O)n(C)c(=O)n2C)n1Cc1ccc(Cl)cc1	?	/
O=C(Nc1cccc(C(F)(F)F)c1)c1n[nH]c(Cn2cncn2)n1	7.5%	15.5
COc1ccc(S(=O)(=O)N2CCC(C(=O)NCc3ccco3)CC2)cc1C	?	/
Cc1ccc(C(=O)Nc2nccs2)cc1S(=O)(=O)N1CCCCC1	-2.8%	-15.2
O=C(Cn1cnc2ccccc2c1=O)N/N=C/c1ccc(Br)cc1	-1.8%	2.1
O=C(NC(=O)N1CCN(c2ccc(F)cc2)CC1)c1ccccc1	?	/
COc1cc(S(=O)(=O)N(C)C)ccc1Br	?	/

More structures.
smiles	S3 lipid droplet	S3 lipid droplet cell count max
CC(=O)c1ccc(-n2nncc2-c2ccc([N+](=O)[O-])cc2)cc1	?	/
O=S(=O)(c1ccc(F)cc1)N1CCN=C1SCc1cccnc1	4.7%	-1.4
CCOC(=O)Nc1ccc(S(=O)(=O)Nn2cnnc2)cc1	?	/
CC(=O)Nc1ccc(NS(=O)(=O)c2ccc(C)cc2)c([N+](=O)[O-])c1	?	/
CN1CCN(c2ccc(NC(=O)c3ccc4c(c3)OCCO4)cc2)CC1	?	/
CC1CC(C)CN(C(=O)Cn2cc(C=O)c3ccccc32)C1 (centres undefined)	2.0%	7.8
CCN(CC)C(=O)CSc1nnc(-c2ccccc2)n1N	13.7%	-0.1
COc1ccc(C)cc1N(C(=O)c1ccc(F)cc1)c1nc2ccccc2s1	-9.3%	-17.5
CC(=O)Nc1ccc(NC(=O)C(C)Sc2nnc(-c3cccs3)o2)cc1 (centres undefined)	8.2%	9.0
CCc1ccc(CNC(=O)C2CC(=O)N(CCc3ccc(C)cc3)C2)cc1 (centres undefined)	?	/
O=C1CSC(c2nn(-c3ccccc3)cc2-c2cc3ccccc3oc2=O)N1Cc1ccco1 (centres undefined)	?	/
CC(C)c1c(C(=O)N/N=C/c2ccc(OCc3ccc(F)cc3)cc2)nnn1-c1nonc1N	?	/
O=C(Nc1ccc(Cl)c([N+](=O)[O-])c1)ONC1=NCCCCC1	?	/
O=C(NNC(=S)NC(=O)c1cccs1)c1ccc(O)cc1	i	-20.1
CCOC(=O)c1c(NC(=O)CN2CCCCC2)sc2c1CCN(C(=O)OCC)C2	?	/
CCOC(=O)c1cnn(-c2ccccc2)c1NC(=O)C(F)(F)C(F)(F)C(F)(F)F	-3.4%	17.4
Cc1ccc(S(=O)(=O)N2CCCCC2)cc1C(=O)NCCC1=CCCCC1	?	/
N#CCc1ccc(Oc2ccc([N+](=O)[O-])cn2)cc1	-17.5%	11.5
O=C(/C=C/N1CCN(Cc2ccccc2)CC1)C(F)(F)F	-0.1%[9.22 µM]	4.7
Cc1cccc2c1c(N=NC(N)=S)c(O)n2C1OC(CO)C(O)C(O)C1O (centres undefined)	15.8%	7.5
CN(C)S(=O)(=O)c1ccc(N2CCCC2)c(C(=O)N2CCN(c3ccc([N+](=O)[O-])cc3)CC2)c1	?	/
CCOC(=O)C1CCN(C(=O)NS(=O)(=O)c2ccc(C)cc2)CC1	-12.3%	-12.2

Arranged by value in S3 lipid droplet cell count max (rising): some entries from above
compound,S3 lipid droplet cell count max
CCOC(=O)C1CCN(C(=O)NS(=O)(=O)c2ccc(C)cc2)CC1,-12.2
O=C(/C=C/N1CCN(Cc2ccccc2)CC1)C(F)(F)F,4.7
N#CCc1ccc(Oc2ccc([N+](=O)[O-])cn2)cc1,11.5
CCOC(=O)c1cnn(-c2ccccc2)c1NC(=O)C(F)(F)C(F)(F)C(F)(F)F,17.4

High-throughput results (PubChem BioAssay)

The list is partial; the hit share may differ from the screen's.
